Assay outcomes from PubChem BioAssay.
TAAR1 agonist = human TAAR1 agonism; Q96RJ0; CHO RD-HGA16 TAAR1, Fluo-8 calcium fluorescence; vehicle wells 0%, saturating PEA agonist 100%; activation, % at 3 µM; hit rate 0.99% among 360,000;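 active = activation above the mean activation of all test compounds in the run plus 3 SD, cut at about 38% in these data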
Target sequence (Q96RJ0 whole entry, looked up): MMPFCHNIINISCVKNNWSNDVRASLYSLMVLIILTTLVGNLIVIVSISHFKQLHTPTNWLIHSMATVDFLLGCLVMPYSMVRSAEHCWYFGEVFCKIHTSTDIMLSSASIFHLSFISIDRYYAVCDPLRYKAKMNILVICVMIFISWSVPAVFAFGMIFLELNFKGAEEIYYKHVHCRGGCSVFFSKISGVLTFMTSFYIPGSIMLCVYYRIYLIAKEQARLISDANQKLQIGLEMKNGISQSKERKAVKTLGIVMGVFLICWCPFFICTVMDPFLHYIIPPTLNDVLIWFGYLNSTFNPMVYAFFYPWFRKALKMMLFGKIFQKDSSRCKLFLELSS
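System: CHO-derived RD-HGA16 cells with stable Gα16 and human TAAR1 / Times: 17-24 h plating, Fluo-8 75 min 37 °C, 30 min RT / Technique: calcium-sensitive Fluo-8 signal, excitation 470-495, emission 515-575 nm / Measure: % activation relative to PEA EC100 response / Benchmarks: DMSO and PEA EC100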
M1 antag = human CHRM1 antagonism; hit rate 1.3% among 360,000; CHO-K1 hM1, Fluo-8 calcium fluorescence, ACh EC80 antagonist; AID 588852; inhibition, % at 3 µM; P11229;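 active = percent inhibition above its own plate's cutoff, namely the mean of that plate's compound wells plus 3 SD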;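 note: peak over basal fluorescence ratio during 140 s after agonist addition; 0% = ACh EC80 plus DMSO and 100% = DMSO alone without agonist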
Target sequence (P11229 whole entry, looked up): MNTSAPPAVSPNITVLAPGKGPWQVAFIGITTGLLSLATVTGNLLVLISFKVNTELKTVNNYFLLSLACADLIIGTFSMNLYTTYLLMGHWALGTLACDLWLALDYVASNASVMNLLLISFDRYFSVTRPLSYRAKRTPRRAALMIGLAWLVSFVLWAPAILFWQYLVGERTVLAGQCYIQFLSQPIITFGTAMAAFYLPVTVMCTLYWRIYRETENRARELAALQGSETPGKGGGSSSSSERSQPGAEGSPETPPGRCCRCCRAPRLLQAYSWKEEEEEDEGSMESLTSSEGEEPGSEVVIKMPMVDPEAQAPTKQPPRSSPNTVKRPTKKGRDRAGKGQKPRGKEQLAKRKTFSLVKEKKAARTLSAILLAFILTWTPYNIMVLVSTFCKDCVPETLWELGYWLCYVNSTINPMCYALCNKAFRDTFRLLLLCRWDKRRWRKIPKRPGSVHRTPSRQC
CHRM1 PAM = human CHRM1 positive allosteric modulation. P11229. CHO-K1 hM1, Fluo-8 calcium fluorescence, ACh EC20; 0% = ACh EC20, 100% = maximal ACh. activation, % at 3 µM. hit rate 0.088% among 360,000. AID 588819; in the data active = activation above about 19%, passing the limit was not always enough
CHRM1 agonist = activates human CHRM1 receptor; activation, % at 3 µM; P11229; CHO-K1 hM1, Fluo-8 calcium fluorescence, agonist mode; 0% DMSO, 100% acetylcholine EC100; hit rate 0.33% among 360,000; AID 588814;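 active = activation above the run's mean compound activation plus 3 SD, cut at about 16% in these data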;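 note: peak over basal fluorescence ratio within a 140 s kinetic read after compound addition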
TAAR1 antagonist = antagonists of human TAAR1; Q96RJ0; CHO RD-HGA16 TAAR1, Fluo-8 calcium fluorescence, antagonist; inhibition, % at 3 µM; hit rate 1.5% among 360,000;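 active = inhibition above a per-plate cutoff, the mean inhibition of test compounds on that plate plus 3 SD, cut at about 49% in these data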;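 note: 0% = DMSO plus EC80 beta-PEA response and 100% = DMSO alone without agonist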
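Material: RD-HGA16 CHO cells with stable hTAAR1 and Gα16; Dosing: single nominal final test compound concentration of 3 µM; Schedule: seeding 17-24 h prior, 75-min 37 °C, 30-min RT dye loading; Detection: kinetic Fluo-8 calcium fluorescence measurement; Measure: % inhibition from peak post-agonist over basal fluorescence ratio; Benchmarks: vehicle and agonist controls.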
CHO-K1 Ca antag = M1 antagonist counterscreen hit in parental CHO-K1 cells | AID 602250 | inhibition, % at 3 µM | ATP-induced calcium, Fluo-8 fluorescence | hit rate 0.6% among 360,000;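 active = inhibition above a per-plate cutoff, the plate's mean sample inhibition plus 3 SD, cut at about 24% in these data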;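 note: 0% = DMSO plus EC80 ATP and 100% = DMSO alone without ATP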
CHO-K1 Ca PAM = counter-screen for M1 PAMs: effect in parental CHO-K1 cells; activation, % at 3 µM; AID 602247; ATP EC20, Fluo-8 calcium fluorescence; 0% at ATP EC20, 100% at ATP max; hit rate 0.02% among 360,000;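 active = activation above the run cutoff, the mean activation of all test compounds plus 3 SD, cut at about 40% in these data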;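 note: peak over basal fluorescence ratio in a 140 s read after ATP addition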
CHO-K1 Ca ag = counter-screen for M1 agonists: effect in parental CHO-K1 cells. hit rate 0.48% among 360,000. activation, % at 3 µM. Fluo-8 calcium fluorescence; scaled to maximal ATP response, vehicle zero. AID 602248; in the data active = activation above about 15%;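 note: untransfected CHO-K1 host cells lacking M1 receptor as counterscreen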
CHO parental Ca = counter-screen for OX1R antagonists: effect in parental CHO cells. inhibition, % at 5.6 µM. hit rate 0.63% among 330,000. parental CHO-K1, ATP-induced calcium, Fluo-8 fluorescence;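 active = inhibition above that plate's mean sample inhibition plus 3 SD, cut at about 26% in these data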;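 note: 0% = ATP-challenged DMSO wells and 100% = DMSO wells without ATP; some compounds past the cut are filed as inactive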
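Assay system: parental CHO cells; Read-out basis: percent inhibition of ATP-evoked calcium rise, normalized to controls; Benchmarks: ATP and no-ATP DMSO wells; Compound dosing: single nominal dose of 5.6 µM per compound; Signal: Fluo-8 calcium dye fluorescence; Also added: ATP as calcium-mobilizing challenge; Repeats: singlicate.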
Starred values were filed as active, the others as inactive; / = no result given; & = joins results of further samples.

SMILES	TAAR1 agonist	M1 antag	CHRM1 PAM	CHRM1 agonist	TAAR1 antagonist	CHO-K1 Ca antag	CHO-K1 Ca PAM	CHO-K1 Ca ag	CHO parental Ca
C(=N\Nc1nc(N2CCCCC2)nc(N2CCCCC2)n1)/c1c[nH]c2ccccc12	-1	-14	12	-10	20	-11	19	0.3	-7
COc1ccc(C(=O)NN/C(C)=C/C(=O)c2ccccc2)cc1	1	-12	6	-4	-19	-1	-3	0.1	4
COc1ccccc1NC(=O)NCc1ccco1	2	-6	12	-7	-8	0	18	0.4	-15
O=C(CCNS(=O)(=O)c1ccccc1C(F)(F)F)NCCCSc1ccccc1	4	15	-3	-1	-49	15	-25	1.2	-12
Cn1c(=O)[nH]c(=O)c2c1nc1n2CCCN1Cc1ccccc1	0	-18	15	-2	-29	4	-17	-0.3	-12
CC(=O)N1CCN(c2ccc(NCc3ccc(-c4cccc(Cl)c4)o3)cc2)CC1	/	5	-4	-8	/	-10	14	0.7	-12
COc1ccc2c(C)cc(Sc3nnnn3-c3ccccc3)nc2c1	1	-14	12	-7	-28	-18	26	0.2	-10
COC(=O)[C@H](CC(C)C)NC(=O)Nc1ccccc1F	2	8	-1	-3	-17	-5	15	4.5	-4
CCN(CC)CCCNC(=O)CCn1nc(-c2ccc(Cl)cc2)ccc1=O	-1	-13	9	-9	-6	-17	11	0.6	2
CCN(Cc1cc2cc(OC)ccc2[nH]c1=O)C(=O)Cc1ccc(OC)cc1	5	-4	4	-3	3	-4	-4	1.4	-9
CCOC(=O)N1CCC(NC(=O)c2ccc(Cl)cc2)CC1	1	-4	5	-1	-37	-1	2	0.3	-18
O=C(Nc1ccc(Cl)cc1)c1ccncc1	5	-7	6	-2	20	-6	22	0.5	4
O=C(Cc1ccc(Cl)cc1)Nc1ccc2oc(-c3ccncc3)nc2c1	3	-16	1	-2	6	-12	14	0.8	0
CCc1nc2sccc2c(=O)[nH]1	3	-3	5	-4	-20	-8	17	1.3	0
O=C(CNC(=O)c1ccc(Cl)cc1)OCC(=O)c1ccccc1	0	-5	5	-2	-6	-6	3	0.9	-8
Cc1cccc(OCC(=O)NNC(=O)c2cc3ccccc3oc2=O)c1	64*	-49	8	-6	10	-6	15	0.8	-19
COc1ccc(N2C(=O)NC(NS(=O)(=O)c3ccc(Cl)cc3)(C(F)(F)F)C2=O)cc1 (stereo not given)	2	-2	7	-6	-11	-10	15	0.4	0
O=C1NC[C@@H](Cc2ccc(O)cc2)N(CC2CCCCC2)C1=O	11	-4	9	-5	6	11	-11	0.0	-2
Cc1c(NC(=O)C(C)C)cccc1-c1nc2ncccc2o1	0	-15	6	-2	3	-9	11	0.9	0
O=C(OCC(=O)N1CCOCC1)c1ccccc1OCc1ccccc1Cl	2	-4	0	-2	9	-10	9	0.2	-21
Cc1cc(NC(=O)CCC(=O)N(Cc2ccco2)C2(C(=O)NC3CCCCC3)CCCCC2)no1	2	0	7	-1	8	-11	-1	1.0	-21
C=CCn1nc(-c2ccccc2)c2c(C)onc2c1=O	1	1	3	1	4	-4	-1	0.3	-11
CCC(c1nnnn1-c1ccc2c(c1)OCCO2)N1CCN(c2ccccc2OC)CC1 (stereo not given)	6	/	/	/	14	-19	-1	6.5	/
CN(CC(=O)NCc1cccnc1)S(=O)(=O)c1cc(Cl)ccc1Cl	2	-12	3	-4	-17	-6	1	2.4	-10
COc1ccc(N2CCN(C(=O)CCNC(=O)Cn3ccc4ccccc4c3=O)CC2)cc1	-1	-6	4	-2	-11	-6	7	1.5	-14
CCc1nc2c(OCc3ccc(C(=O)OC)cc3)cccn2c1N(C)C(=O)C(C)C	/	-22	12	-9	/	-13	20	-0.5	/
CCOC(=O)C(C)Sc1nnc(NC(=O)c2cccc([N+](=O)[O-])c2C)s1 (stereo not given)	7	-10	5	-2	-16	5	9	9.7	-11
CC(C)NS(=O)(=O)c1ccc(CCC(=O)NCc2ccc3c(c2)OCO3)cc1	5	-12	10	-3	-12	9	12	0.0	-12
COc1ccc(COc2ccc3c(C)cc(=O)oc3c2)cc1	1	-14	10	-2	-10	-13	23	1.3	-11
CC(C)(C)Oc1ccccc1Nc1nc(NCCO)nc(N2CCCC2)n1	19	-4	4	-3	28	-8	14	2.1	-24
FC(F)(F)c1cc(-c2cccs2)nc2cc(-c3cccs3)nn12	0	-2	3	-2	-16	-8	12	-0.1	-16
CCCn1nnnc1NCc1ccc(OC)cc1	3	-26	17	-2	-12	-6	6	0.4	7
COCc1[nH]nc2c1C(c1ccccc1OC)C(C#N)=C(N)O2 (stereo not given)	1	-12	9	-4	7	-9	17	0.4	-8
c1ccc(CN2CCN(c3cnc4ccccc4n3)CC2)cc1	8	-8	13	-5	-10	-16	4	3.6	-27
CCN(CC)C(=O)CSC1=C(C#N)C(c2ccco2)C(C(=O)OCCOC)=C(C)N1 (stereo not given)	11&1	19&2	-14&-2	-2&-4	20&-4	-3&2	-1&-5	2.5&1.6	-16
Cc1cc(=O)n2[nH]c(SCc3ccccc3)nc2n1	7	8	2	-2	-4	-4	-4	-0.2	1
CCCOC1CCCN(C(=O)c2cc(Cl)c(Cl)cc2C(=O)O)C1 (stereo not given)	65*	52*	-18	60*	24	-10	10	-0.1	-8
Cn1c(SCC(=O)N2CCOCC2)nnc1-c1cnccn1	3	6	-2	-5	4	-4	7	2.5	-5
Cc1cc(Cl)cc(Cl)c1OCCN1CCCC1	1	-11	11	-5	-11	-2	-9	0.8	0
O=c1ccc2cc(S(=O)(=O)N3CCN(c4cc(Cl)ccc4Cl)CC3)ccc2o1	5	-6	3	-5	-5	-3	14	0.5	7
O=Cc1c(NC2CCCCC2)c2ccccc2[nH]c1=O	2	-9	4	-8	4	0	7	0.0	-4
O=C(OCC#CCSc1nnc(-c2cccc3ccccc23)o1)c1cc2ccccc2o1	9	-2	3	-2	6	-3	1	-0.6	3
CCOC(=O)C(C)S(=O)(=O)c1ccc(C(F)(F)F)cn1 (stereo not given)	3	1	-2	-4	6	-6	3	0.2	-14
CCN(CC(=O)NC1CCS(=O)(=O)C1)S(=O)(=O)c1cc(Br)ccc1Br (stereo not given)	1	-5	5	4	3	8	8	0.9	-12
Cc1ccc(S(=O)(=O)NCC(=O)N(CC(=O)NCc2ccco2)Cc2ccc(F)cc2)cc1	9	-7	5	-2	0	-2	7	0.5	-19
CCc1cccc(C)c1N(C(=O)Cn1c(=O)[nH]c2ccccc21)C(C)COC (stereo not given)	11	-20	1	0	-17	6	3	0.4	-25
CCOc1ccc(N(CC(=O)N2CCCC2)S(=O)(=O)c2ccc(Cl)cc2)cc1	-5	-11	8	-6	-3	-27	9	0.4	-12
O=C(CC1C(=O)NCCN1Cc1ccoc1)NCc1cccc(OC(F)(F)F)c1 (stereo not given)	7	-14	9	-4	-37	-11	18	0.1	-12
COc1ccccc1-c1cc(C(=O)NCc2ccc(F)cc2)no1	/	0	-2	-8	/	23	-16	-0.3	-24
C=CCNC(=O)COC(=O)c1nc2nccc(C)n2n1	3	11	-2	-3	4	-7	-2	0.2	-9
CCc1cccc(C)c1NC(=O)c1ccc2nc(N3CCOCC3)sc2c1	1	-6	6	-2	-7	6	-7	0.5	-8
O=C(CSc1nnc(-c2ccco2)o1)c1ccc([N+](=O)[O-])cc1	7	0	3	-2	1	-8	13	0.5	-9
CC(=NNC(N)=O)C1CC2CCC1CC2 (stereo not given)	1	-2	-2	1	-17	-9	5	-0.1	/
COC(=O)C1=C2SCC(=O)N2C(N)=C(C#N)C1	2	-9	6	-3	-7	-1	18	9.0	2
C[n+]1ccccc1/C=C/c1ccc(F)c(F)c1	2	-12	3	-8	-12	-12	25	1.2	-7
CCOC(=O)c1sc2nc(SC)nc(-c3ccc(Cl)cc3)c2c1N	1	-8	5	-1	-12	-15	-7	0.5	-8
O=C(OCC(=O)N1CCN(C(=O)c2ccco2)CC1)c1cc(-c2ccc(Cl)c(Cl)c2Cl)nc2ccccc12	6	-6	9	-4	16	-13	22	0.1	-40
COCCSc1nnc(NC(=O)CS(=O)(=O)c2ccc(C)cc2)s1	1	-7	6	-2	-2	-3	-12	-0.1	-2
COc1cc(/C=C(/Sc2nnc(-c3ccc(F)cc3)o2)C(=O)O)ccc1OC(F)F	0	1	3	-9	0	-11	16	2.3	-24
O=C(Cn1ncn2cccc2c1=O)N1CCCCC1	8	-6	4	-2	21	-13	15	0.8	-10

Shown with two lines to a compound: part of the list above.
Results follow in this order: TAAR1 agonist	M1 antag	CHRM1 PAM	CHRM1 agonist	TAAR1 antagonist	CHO-K1 Ca antag	CHO-K1 Ca PAM	CHO-K1 Ca ag	CHO parental Ca
O=C(Cn1ncn2cccc2c1=O)N1CCCCC1
  8	-6	4	-2	21	-13	15	0.8	-10
CCOC(=O)c1sc2nc(SC)nc(-c3ccc(Cl)cc3)c2c1N
  1	-8	5	-1	-12	-15	-7	0.5	-8

(cont.)
SMILES	TAAR1 agonist	M1 antag	CHRM1 PAM	CHRM1 agonist	TAAR1 antagonist	CHO-K1 Ca antag	CHO-K1 Ca PAM	CHO-K1 Ca ag	CHO parental Ca
O=C(O)C[C@H]1c2cc(C(F)(F)F)ccc2S(=O)(=O)N1Cc1ccccc1	8	-8	12	-3	4	-16	9	0.6	-11
O=c1c2ccccc2nc2n1CCCCC2	-1	7	-8	-8	11	-6	4	-0.3	-11
CCN(CC)c1ccc(C(=O)NNC(=O)C2CCN(c3ncnc4sc(C)c(C)c34)CC2)cc1	8	-4	11	8	56*	9	-2	0.1	/
CC(=O)NCC12CC3CC(C1)CC(C(=O)O)(C3)C2	5	-10	7	-5	5	-7	2	0.0	4
Clc1ccc(NCc2cccnc2)cc1	10	-10	6	-5	9	-1	-3	1.5	-9
O=C1NN(CCO)C(=S)Nc2ccccc21	1	-13	15	2	-5	-4	11	0.4	/
CCn1c(/C=C/c2ccccc2)nc2ccccc21	12	-3	-1	-8	11	-7	16	0.4	-29
CCOc1ccc(-n2nc(C(=O)N3CCN(CC)CC3)c3ccccc3c2=O)cc1	8	-3	10	-7	2	-19	12	2.1	-14
CCCn1c(Cc2ccccc2)nnc1SCC(=O)N1CCOCC1	17	-18	11	-2	-12	-10	13	0.0	-8
Cn1c(SCC(=O)N2c3ccccc3Sc3ccccc32)nnc1-c1ccco1	18	-26	1	-4	-18	-2	13	1.1	-24
Cc1cc(C2=NNC(=Nc3ccc(S(=O)(=O)N4CCOCC4)cc3)SC2)c(C)n1CC1CCCO1 (stereo not given)	-1	-6	9	-7	-10	4	14	0.0	-11
COc1cc(OC)c(OC)cc1CNCc1ccco1	0	-15	9	-3	3	-5	0	-0.1	1
